Screens as filed in PubChem BioAssay.
AmpC detergent – AmpC beta-lactamase inhibition with detergent present | AmpC hydrolysis of nitrocefin, absorbance 480 nm, 0.01% Triton | hit rate 0.041% among 370,000 | Potency, µM (titrated, usually from 114 µM), inactives show at the highest dose activity change, negative = inhibition, most hits filed as inhibitors;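 further: potency means the concentration at half of the fitted maximal effect; 0% = no-compound wells and -100% = no-enzyme wells; nearly all actives have a fitted effect of over 25% in size; some results filed as inactive show a strong effect at the top dose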
Target sequence (P00811 whole entry, looked up): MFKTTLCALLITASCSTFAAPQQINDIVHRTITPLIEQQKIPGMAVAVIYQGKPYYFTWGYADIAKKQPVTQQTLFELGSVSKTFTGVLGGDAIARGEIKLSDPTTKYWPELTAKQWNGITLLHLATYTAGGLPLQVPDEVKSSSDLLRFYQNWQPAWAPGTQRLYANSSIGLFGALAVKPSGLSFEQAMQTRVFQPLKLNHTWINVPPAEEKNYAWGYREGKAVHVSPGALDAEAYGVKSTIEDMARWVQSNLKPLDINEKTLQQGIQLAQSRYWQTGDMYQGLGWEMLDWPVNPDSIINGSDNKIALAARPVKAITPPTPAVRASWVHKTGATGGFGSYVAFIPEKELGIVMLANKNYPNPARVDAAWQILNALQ
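AmpC (5.3 nM in the dispensed reagent) in 20 mM phosphate pH 7.0 with 0.01% (detergent screen) or 0.0001% Triton X-100 was preincubated with compounds for 15 min at room temperature. Nitrocefin was then added from an 800 uM solution, and hydrolysis was followed at 480 nm.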
Giardia FBPA inh – inhibitors of Giardia lamblia fructose-1,6-bisphosphate aldolase. A8B2U2. purified Giardia FBPA. Potency, µM (doses to about 59.6 µM), without a hit: top-dose activity, negative = inhibition, hits mostly inhibitors. hit rate 0.71% among 290,000; further: potency means the concentration at half of the fitted maximal effect; on the % scale 0 is the no-effect control and ±100 the full control effect; nearly all actives have a fitted effect of over 55% in size
Target sequence (A8B2U2 whole entry, looked up): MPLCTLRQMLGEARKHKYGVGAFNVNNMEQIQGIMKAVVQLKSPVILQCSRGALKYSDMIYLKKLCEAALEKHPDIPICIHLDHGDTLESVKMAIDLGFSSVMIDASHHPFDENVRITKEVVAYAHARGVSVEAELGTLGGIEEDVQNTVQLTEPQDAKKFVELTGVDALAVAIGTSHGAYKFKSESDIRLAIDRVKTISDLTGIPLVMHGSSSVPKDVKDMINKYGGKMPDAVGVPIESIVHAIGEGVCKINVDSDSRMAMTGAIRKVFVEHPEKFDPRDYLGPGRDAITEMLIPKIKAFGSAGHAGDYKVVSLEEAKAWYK
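Giardia FBPA (40 nM reagent) was preincubated 10 min at RT with compound (up to 57.5 uM final), then substrate plus GAPDH/TPI/NAD/arsenate coupling system with diaphorase/resazurin was added; resorufin fluorescence (525/598 nm) was read after 20 min.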
AMA1 RON2 block – disrupts binding of P. falciparum AMA1 to RON2 | hit rate 0.2% among 360,000 | AID 720542 | Potency, µM (titrated, usually from 58.2 µM), without a hit: at the highest dose activity change, negative = inhibition, actives largely listed as inhibitors | AlphaScreen AMA1-biotinylated RON2 peptide binding;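 further: potency means the concentration at half of the fitted maximal effect; 0% = vehicle wells and -100% = peptide control; nearly all actives have a fitted effect of over 45% in size; some results filed as inactive show a strong effect at the top dose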
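AMA1 (3D7) with his tag at 25 nM final met compounds first, then biotinylated RON2 peptide at 25 nM; detection used donor plus acceptor beads, 10 µg/mL apiece, read by AlphaScreen after 30 min at room temperature.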
AmpC inh no detg – blocks E. coli AmpC beta-lactamase in detergent-free assay | Potency, µM (top dose mostly 57.1 µM), inactives show top-dose activity change, negative = inhibition, actives largely listed as inhibitors | hit rate 0.52% among 330,000 | AmpC nitrocefin hydrolysis, absorbance 480 nm, 0.0001% Triton | P00811;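 further: potency means the concentration at half of the fitted maximal effect; plate controls were no compound for no effect and no enzyme for full effect; nearly all actives have a fitted effect of over 20% in size; some results filed as inactive show a strong effect at the top dose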
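AmpC (5.3 nM in the dispensed reagent) in 20 mM phosphate pH 7.0 with 0.01% (detergent screen) or 0.0001% Triton X-100 was preincubated with compounds for 15 min at room temperature. Nitrocefin was then added from an 800 uM solution, and hydrolysis was followed at 480 nm.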
CHX counter – counter-screen for Shiga toxin inhibitors: cycloheximide protein synthesis inhibition; hit rate 12% among 300,000; max response, %; cell reporter, cycloheximide protein synthesis inhibition counterscreen; in the data active means max response mostly above about 13%, no sharp cut-off; inactive means mostly below about 14%; further: read at 38.3 µM for the half of the compounds with a filed dose; 0% is about no effect
HCMV antiviral – inhibitors of human cytomegalovirus; hit rate 4.5% among 410,000; activity change, negative = inhibition, % at 57.5 µM; HFF cells, HCMV-luciferase reporter, 72 h; hits give low values; in the data active means activity change below about -60%; inconclusive means no clear call, values can overlap the other calls; inactive means above about -39%; further: on the % scale 0 is the no-effect control and ±100 the full control effect
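Inhibition of viral replication was scored as loss of reporter luminescence in HFFs infected with HCMV-luciferase (MOI 1 PFU/cell) for 72 h; compounds tested at 2 doses, normalized to buffer and Salinomycin controls.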
Shiga inhibitor – inhibitors of Shiga toxin in Vero cells | hit rate 9.2% among 290,000 | AID 2315 | inhibition, % at 38.7 µM | Vero cells, Shiga toxin protein synthesis inhibition reporter; in the data active means inhibition mostly above about 28%, no sharp cut-off; inactive means mostly below about 43%; further: 0% is about no effect
Numbers without * were called inactive; i = inactive; ? = inconclusive; · = no result given; & = joins results of further samples; [ ] = remark or other dose. Unless noted, the call rests on the fitted dose curve; in most records, active means well fitted curve in the direction sought with a large enough effect; inconclusive means small, poorly fitted or top-dose-only effect, or another doubt; inactive means no such curve, though single readings can be large; an effect the other way counts as inactive or inconclusive.

SMILES	AmpC detergent	Giardia FBPA inh	AMA1 RON2 block	AmpC inh no detg	CHX counter	HCMV antiviral	Shiga inhibitor
COc1ccccc1NC(=O)c1ccc2c(c1)N(CC#N)C(=O)C(C)(C)O2	-0.3%	0.1%	10.0%	2.1%	4.6	?	-3.9
CCOC(=O)/C(C#N)=C\C=C1C=CN(C)C=C1	?	-16.2%	-4.9%	-17.6%	35.1*	112.4	62.8*
Cn1nc(C(C)(C)C)c([N+](=O)[O-])c1C(=O)NCCO	-2.0%	-0.2%	17.4%	-13.5%	-4.1	-1.7	20.3
Cc1oc(-c2ccccc2)cc1C(=O)Nc1ccc(N(C)C)cc1	3.7%	-0.2%	?	-27.4%	15.2	?	48.5
Cc1nnc(SCC(=O)N2CCN(C(=O)c3ccco3)CC2)n1C	4.2%	·	4.1%	-7.8%	·	-4.1	·
CC(=O)Nc1ccc(NC(=O)C(c2ccccc2)c2ccccc2)cc1	-2.0%	-1.1%	-3.6%	-27.8%	1.3	7.5	-6.0
Cc1[nH]n(-c2ccccc2)c(=O)c1/C=N/O	-8.8%	15.8µM*	30.7%[activator]	-18.7%	-2.0	28.2	-14.6
COc1cc(/C=C(\C#N)c2nc3ccc(C)cc3[nH]2)cc([N+](=O)[O-])c1O	-2.7%	-26.0%	28.6%	?	29.5*	39.0	56.3*
Cc1occc1C(=O)NCc1cccs1	1.1%	5.7%	-1.5%	-20.2%	-4.7	-39.3	15.9
COc1ccc(C2=CC3=C(Br)C(=O)C(C)(OC(=O)c4ccc(Cl)nc4)C(=O)C3=CO2)cc1 (stereo unspecified)	-0.3%	-11.9%&-4.7%	3.1%	-47.7%	-2.4	·	-3.1
CCOC(=O)C1(C)Oc2ccccc2C(C(=O)OC)=C1C(=O)OC (stereo unspecified)	·	-5.7%[89.2 µM]	1.6%	-2.1%	-1.3	-0.4	i
O=C(OCC(=O)N1CCN(c2ccccc2)CC1)c1nc(Cl)ccc1Cl	?	·	0.4%	-8.4%	·	-17.5	·
COCc1cc(C)n(CC(=O)Nc2cccc(C)c2)c(=O)c1C#N	5.9%	0.6%	15.1%	14.3%	-3.6	0.0	-3.7
COC(=O)c1ccc(COC(=O)c2cnccn2)cc1	7.2%	0.7%	9.3%	-21.5%	-1.9	22.8	5.9
Cc1ccc(S(=O)(=O)N2CCCCC2)cc1NC(=O)C1CC(=O)N(Cc2ccccc2)C1 (stereo unspecified)	-2.4%	-5.8%	-20.5%	51.8%	-1.4	-23.1	5.6
O=C(CN1C(=O)C2C3C=CC(C4CC34)C2C1=O)Oc1ccccc1 (stereo unspecified)	-3.5%	4.8%	-4.1%	-4.3%	5.2	-0.7	18.5
Cc1cccc(Cl)c1OCCN1CCCC1	-7.6%	25.1µM*	-0.3%	-12.8%	0.7	15.8	-11.8
COc1ccc(NC(=O)CSc2ccccn2)cc1	?	-5.2%	-7.4%	-10.3%	49.3*	17.7	61.6*
COc1ccc2c(c1)CCc1c(C(=O)N3CCc4ccccc4C3)noc1-2	0.6%	-5.5%	-9.3%	-12.3%	30.1*	-12.1	26.1
Cc1nnc(SCC(=O)n2c3c(c4ccccc42)CCCC3)s1	-14.5%	-25.1%	-6.7%	-24.2%	-1.2	-30.2	-8.9
c1ccc(-c2ccc(C3=Nn4c(Cn5nnc6ccccc65)nnc4SC3)cc2)cc1	?	1.0%	-4.1%	-58.4%	-1.0	-27.1	-22.7
CCCNC(=O)c1cc(-c2ccc(Br)cc2)on1	?	8.4%	1.1%	-40.8%	33.9*	32.9	66.1*
COc1ccc(NC(=O)c2sccc2C)c([N+](=O)[O-])c1	-10.7%	-9.3%	0.0%	-10.0%	32.1*	?	86.7
CCOc1ccc(-c2nnn(CC(=O)Nc3ccccc3OC)n2)cc1OCC	?	?	4.6%	-20.6%	-1.7	-23.0	13.4
CCC(O)(CC)C(=O)N/N=C/c1cc(Br)cc(Br)c1O	8.0%	12.8%	141.8%[activator]	-9.0%	-1.4	0.0	10.0
O=C(N/C(=C\c1cccc([N+](=O)[O-])c1)C(=O)N1CCCCC1)c1cccs1	-14.8%	-11.3%	7.4%	-13.9%	1.7	-6.8	10.3
CN(CC(=O)Nc1ccc(N2CCOCC2)cc1)CC(=O)Nc1ccc([N+](=O)[O-])cc1Br	4.6%	-9.2%	33.0%[activator]	-22.2%	5.0	?	-10.9
CN(C)c1ccc(-c2nnc(-c3cccs3)o2)cc1	-6.6%	-0.2%	3.2%	-23.0%	10.8	-38.1	34.1
Cc1cccc(CCNC(=O)CCS(=O)(=O)c2cc3c(cc2Cl)NC(=O)CO3)c1	2.6%&0.4%	·	5.7%	-34.2%	-1.8	-21.7&4.5	-2.4
Cc1nn(-c2ccccc2)c(C)c1/C=N/O	2.9%	-2.9%	5.6%	-3.7%	13.7*	25.0	14.9

2 records drawn at random from the list so far, as already listed:
SMILES	AmpC detergent	Giardia FBPA inh	AMA1 RON2 block	AmpC inh no detg	CHX counter	HCMV antiviral	Shiga inhibitor
Cc1nn(-c2ccccc2)c(C)c1/C=N/O	2.9%	-2.9%	5.6%	-3.7%	13.7*	25.0	14.9
COc1ccc(NC(=O)CSc2ccccn2)cc1	?	-5.2%	-7.4%	-10.3%	49.3*	17.7	61.6*

(more compounds)
SMILES	AmpC detergent	Giardia FBPA inh	AMA1 RON2 block	AmpC inh no detg	CHX counter	HCMV antiviral	Shiga inhibitor
COc1cccc(N2C(C(C)=O)=NN(c3ccccc3)C2c2ccc(N3CCOCC3)cc2)c1 (stereo unspecified)	?	-10.3%	6.7%	58.1%	64.2*	-28.2	69.2*
O=C(NC(C(=O)N/N=C/c1cccc2ccccc12)c1n[nH]c(=O)c2ccccc12)c1ccccc1 (stereo unspecified)	1.1%	-5.3%	-7.7%	-6.2%	3.4	-3.6	11.2
COc1ccccc1N1CCN(C(=O)Nc2ccc([N+](=O)[O-])cc2)CC1	-1.6%	0.5%	-4.9%	-14.9%	5.8	-10.2	12.6
Cc1cc(C)c2nc(NNC(=O)c3ccc(S(=O)(=O)N4CCc5ccccc5C4)cc3)sc2c1	3.9%	?	40.9%[activator]	-35.6%	1.5	-97.0*	19.9
CCOC(=O)c1cnc(SC)nc1N1CCCC1	-9.7%	3.8%	-4.7%	-24.8%	-3.1	2.0	-12.7
CC(C(=O)Nc1ccc2c(c1)OCCO2)N1CCN(C(=O)c2ccco2)CC1 (stereo unspecified)	-11.1%	2.0%	-4.4%	-7.2%	-2.1	-19.0	2.6
Cc1cccc(CCNC(=O)C2CCCN(c3cnccn3)C2)c1 (stereo unspecified)	-5.2%	-15.7%	-4.5%	-13.8%	3.1	-17.9	0.9
COc1cc(/C=N/NC(=O)c2ccncc2)ccc1Oc1ccc([N+](=O)[O-])cn1	7.1%	-1.2%	-0.7%	0.7%	-4.9	?	-6.2
Cc1ccccc1S(=O)(=O)Nc1nc2ccccc2nc1N1CCOCC1	2.3%	16.0%	4.4%	-31.4%	-0.8	-25.5	-12.6
Cc1ccc(C(=O)N/N=C/c2c[nH]c3ccccc23)o1	?	1.7%	21.0%	-19.2%	22.7*	9.7	73.7*
C=C(C)C1CC=C(C)/C(=N/NC(=O)CNc2ccc(OCC)cc2)C1 (stereo unspecified)	-9.8%	-24.4%	1.8%	-11.2%	-3.8	-6.0	-17.2
COC(=O)c1ccc(NC(=S)NC2CCCCC2C)cc1 (stereo unspecified)	-16.8%	1.0%	10.0%	-25.4%	25.0*	-33.2	15.7
O=C(Nc1cccnc1)c1ccc2c(c1)OCO2	0.7%	2.7%	4.1%	-7.6%	19.3*	26.4	33.0*
O=C(OCc1nc2scc(-c3ccccc3)c2c(=O)[nH]1)c1cc([N+](=O)[O-])ccc1Cl	-0.4%	-4.5%	7.3%	-40.7%	-1.4	-24.2	-5.3
CCC1(c2ccc(F)cc2)NC(=O)N(CC(=O)N2CCN(C(=O)c3ccco3)CC2)C1=O (stereo unspecified)	·	·	18.4%	59.7%	·	-13.1	·
Cn1c(=O)c(=O)n(C)c2cc(S(=O)(=O)CCC(=O)Nc3cccc(C(F)(F)F)c3)ccc21	-1.7%&2.3%	-8.2%	-1.5%	-20.8%	21.9	-32.2&-2.3	-0.8
Cn1c(/C=C/c2ccc(Cl)cc2Cl)c([N+](=O)[O-])c(=O)n(C)c1=O	5.0%	11.0%	1.6%	-11.6%	-1.1	-98.0*	-4.5
Clc1ccc(COc2ccccn2)cc1Cl	-13.1%	-8.3%	9.8%	-25.5%	-3.1	34.3	-12.5
CC(=O)N(C)c1ccc(NC(=O)C(F)(F)F)cc1	-2.2%	-1.6%	1.2%	-16.1%	-1.3	29.9	13.5
Cc1ccc(F)cc1CNC(=O)C1CCC(=O)N(C2CC2)C1 (stereo unspecified)	-5.4%	·	-21.3%	-11.2%	-0.2	41.7	-2.6
CCC(CC)C(=O)Nc1nnc(S(=O)(=O)N2CCCC2)s1	?	-16.1%	7.5%	-18.2%	-2.0	?	28.3
Cc1ccc(NCc2nnc(SCCN3CCCCC3)n2CC2CCCO2)cc1Cl (stereo unspecified)	?	2.1%	-1.9%	2.7%	-2.5	17.0	7.7
COc1ccc2c(CCNC(=O)c3ccco3)c[nH]c2c1	-4.7%	-17.7%	-23.3%	-15.4%	49.1*	-35.1	62.9*
O=C(c1cc(-c2cccc(O)c2)on1)N1CCCC1	-12.7%	-16.2%	-13.9%	-22.1%	37.4*	36.6	62.0*
CN(C)c1ccc([N+](=O)[O-])cc1C(=O)O	?	8.8%	-15.7%	-7.4%	-1.2	-20.3	-2.4
CCCOC(=O)c1ccc(NC(=O)C2CCCO2)cc1 (stereo unspecified)	-4.6%	1.2%	-7.9%	-8.2%	39.0*	50.1	66.1*
CCOC(=O)c1ccc(-n2[nH]c(-c3ccccc3)cc2=O)cc1	?	-0.7%	0.0%	-43.1%	-0.5	30.3	7.2
O=C(Nc1cccc(Cl)c1Cl)c1cc(S(=O)(=O)NCCc2ccccc2)ccc1F	?	0.1%	8.9%	-50.5%	-4.1	-0.2&-6.1	-9.8
O=C(O)c1sccc1Oc1ccc(NS(=O)(=O)c2ccccc2)cc1	0.1%	4.6%	-2.6%	-13.5%	-4.5	7.6	-4.7
Cc1cc(C)nc(-n2nc(C)cc2Nc2ccccc2)n1	?	9.1%	-2.8%	145.4%[activator]	-1.3	-66.5*	-4.8
Cc1ccccc1-c1nnc(SCCOc2ccc3c(C)cc(=O)oc3c2)o1	0.8%	2.4%	-0.8%	-18.6%	-2.4	-4.2	-4.2
O=C(COC(=O)Cn1cnc2ccccc21)Nc1cccc(S(=O)(=O)N2CCOCC2)c1	-2.5%	1.3%	-1.5%	-5.0%	-1.3	5.3	-7.9
CC(=O)c1ccc(-c2cccs2)s1	-2.5%	3.6%	5.8%	-0.3%	23.8*	-32.5	35.7*
